Compound activity from PubChem.
Pol eta inh = DNA polymerase eta (human) inhibition; recombinant Pol eta, fluorescent DNA replication assay; Potency, µM (highest dose often 114 µM), inactives show at the top dose activity change, negative = inhibition, actives largely listed as inhibitors; 390,000 compounds, 1.2% hits; AID 588591; note: potency is the fitted concentration of half-maximal effect; % is set by controls: 0 for no effect and ±100 for the full control effect
Target sequence (Q9Y253 whole entry, looked up): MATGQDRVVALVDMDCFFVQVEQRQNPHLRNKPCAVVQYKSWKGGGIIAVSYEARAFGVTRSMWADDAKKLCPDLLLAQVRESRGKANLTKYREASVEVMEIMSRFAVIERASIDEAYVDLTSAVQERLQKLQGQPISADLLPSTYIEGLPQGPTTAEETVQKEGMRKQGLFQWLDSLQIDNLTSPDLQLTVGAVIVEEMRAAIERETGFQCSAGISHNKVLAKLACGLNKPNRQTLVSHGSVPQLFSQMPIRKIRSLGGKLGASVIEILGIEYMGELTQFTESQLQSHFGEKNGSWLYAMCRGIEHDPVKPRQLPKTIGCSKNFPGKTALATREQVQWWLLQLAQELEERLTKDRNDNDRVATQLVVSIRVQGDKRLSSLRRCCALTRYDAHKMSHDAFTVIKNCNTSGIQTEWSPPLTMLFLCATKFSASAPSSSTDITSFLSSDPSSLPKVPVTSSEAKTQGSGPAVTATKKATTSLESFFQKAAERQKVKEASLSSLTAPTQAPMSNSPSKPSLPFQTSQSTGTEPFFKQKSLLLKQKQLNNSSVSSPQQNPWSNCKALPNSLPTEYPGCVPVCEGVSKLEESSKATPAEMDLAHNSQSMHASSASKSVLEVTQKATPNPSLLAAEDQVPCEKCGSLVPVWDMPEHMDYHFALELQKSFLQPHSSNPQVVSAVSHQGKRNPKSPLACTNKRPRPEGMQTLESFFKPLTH
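Pol eta (10 nM) was preincubated with compounds for 15 min at room temperature, after which fluorescent replication substrate (50 nM final) was added to start the reaction. Fluorescence was read kinetically at 0 and 10 min.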
POLK inh = blocks human DNA polymerase kappa activity. Q9UBT6. purified Pol kappa, fluorescent DNA synthesis assay, 10 min. Potency, µM (doses to about 107 µM), for inactives: at the top dose activity, negative = inhibition, most hits filed as inhibitors. 400,000 compounds, 0.53% hits; note: potency is the fitted concentration of half-maximal effect; % is set by controls: 0 for no effect and ±100 for the full control effect
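Kinetic fluorescence readout at 0 and 10 min followed reaction start with substrate at 50 nM final. Beforehand, enzyme (10 nM Pol kappa) stood 15 min with compound at room temperature; buffer-only wells were negative controls.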
POLI inh = blocks human DNA polymerase iota activity; Pol iota fluorescent replication assay, 10 min; Potency, µM (titrated, usually from 115 µM), for inactives: at the highest dose activity, negative = inhibition, actives largely listed as inhibitors; 390,000 compounds, 1% hits; AID 588590; note: potency is the fitted concentration of half-maximal effect
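Pol iota at 10 nM preincubated 15 min with compounds at room temperature; reaction started with fluorescent substrate, 50 nM final. Fluorescence read kinetically at 0 and 10 min; buffer-only wells as negative control.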
APE1 inh = inhibitors of human APE1 endonuclease; P27695; recombinant APE1, TAMRA/BHQ-2 abasic DNA cleavage fluorescence; Potency, µM (series often up to 65.8 µM), inactives show at the highest dose activity change, negative = inhibition, hits mostly inhibitors; 350,000 compounds, 0.35% hits; AID 2517;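 note: potency is the fitted concentration of half-maximal effect; plate controls were vehicle for no effect and reference inhibitor for full effect; nearly all actives have a fitted effect of over 55% in size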
Target sequence (P27695 whole entry, looked up): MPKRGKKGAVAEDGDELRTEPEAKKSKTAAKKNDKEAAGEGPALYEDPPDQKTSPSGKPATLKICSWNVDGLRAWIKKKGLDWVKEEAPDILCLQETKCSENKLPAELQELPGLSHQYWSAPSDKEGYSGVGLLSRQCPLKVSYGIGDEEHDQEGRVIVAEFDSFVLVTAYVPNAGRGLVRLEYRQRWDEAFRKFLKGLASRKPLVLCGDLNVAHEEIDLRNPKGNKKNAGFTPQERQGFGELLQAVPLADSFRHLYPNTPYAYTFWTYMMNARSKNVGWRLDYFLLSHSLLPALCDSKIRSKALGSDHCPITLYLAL
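Quantitative HTS: incision of a TAMRA/BHQ-2 double-stranded substrate bearing a tetrahydrofuran abasic site by 0.75 nM APE1 raises fluorescence. Substrate 50 nM final, added after 15 min compound preincubation at room temperature; progress as third-minus-first kinetic read difference.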
RXFP1 antagonist = antagonists of human relaxin receptor RXFP1; Q9HBX9; HEK293-RXFP1, relaxin-stimulated cAMP HTRF, 30 min; active compounds read low; activity change, negative = inhibition, % at 57.5 µM; 350,000 compounds, 0.59% hits;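 active = activity change of -60% or lower, but not beyond a set lower limit; inconclusive = change between -60% and -40%, or beyond the set limit; inactive = change above -40%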; note: % is set by controls: 0 for no effect and ±100 for the full control effect
BLM helicase inh = Bloom syndrome helicase (human) inhibition; P54132; recombinant BLM DNA unwinding, fluorescence dequenching; Potency, µM (top dose mostly 56.1 µM), without a hit: top-dose activity change, negative = inhibition, most hits filed as inhibitors; 350,000 compounds, 0.2% hits; AID 2528;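 note: potency is the fitted concentration of half-maximal effect; plate controls were vehicle for no effect and no enzyme for full effect; nearly all actives have a fitted effect of over 35% in size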
Anesthetic bind = candidate novel general anesthetic via apoferritin binding; AID 485281; Potency, µM (titrated, usually from 77.5 µM), inactives show at the top dose activity change, negative = displacement, usual class: inhibitors; apoferritin/1-aminoanthracene competitive binding, fluorescence; 350,000 compounds, 0.074% hits; P02791; note: potency is the fitted concentration of half-maximal effect; % is set by controls: 0 for no effect and ±100 for the full control effect; nearly all actives have a fitted effect of over 20% in size
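Concentration-response curves derived by four-parameter Hill fitting of normalized fluorescence, where compounds displaced 1-AMA from 10 uM horse apoferritin following a brief 10 min room-temperature incubation; propofol titration acted as positive control.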
Pol beta inh = blocks human DNA polymerase beta activity | 340,000 compounds, 1.3% hits | Pol beta primer extension/strand displacement, fluorescence kinetic | AID 485314 | Potency, µM (titrated, usually from 114 µM), for the others: at the top dose activity change, negative = inhibition, actives largely listed as inhibitors | P06746; note: potency is the fitted concentration of half-maximal effect; % is set by controls: 0 for no effect and ±100 for the full control effect
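Reaction started by 50 nM substrate onto compound-treated Pol beta (10 nM, 15 min preincubation, room temperature); plates read at 0 min and 10 min. Normalized concentration-effect data fitted by four-parameter Hill equation.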
Tb PGK inh = inhibitors of T. brucei phosphoglycerate kinase; P07378; PGK/GAPDH coupled, Kinase-Glo luminescence, 60 min; Potency, µM (titrated, usually from 57.5 µM), for the others: top-dose activity change, negative = inhibition, hits mostly inhibitors; 380,000 compounds, 0.043% hits; note: potency is the fitted concentration of half-maximal effect; % is set by controls: 0 for no effect and ±100 for the full control effect; nearly all actives have a fitted effect of over 60% in size
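Luminescent ATP detection (Kinase-Glo Plus) follows a 60-minute room-temperature incubation, with wells lacking PGK as controls. Buffer: 100 mM TEA (pH 7.6), 5 mM MgCl2, 0.01% Tween-20. Coupling enzyme GAPDH (100 nM final) supplies unstable 1,3-BPG in-well.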
An asterisk follows results filed as active; i = inactive; ? = inconclusive; nt = not tested or not shown; & = joins results of further samples; [ ] = another dose, or the depositor's remark. Unless noted, calls come from the whole dose curve; as a rule, active = well fitted curve in the direction sought with a large enough effect; inconclusive = small, poorly fitted or top-dose-only effect, or another doubt; inactive = no such curve, though single readings can be large; an effect the other way counts as inactive or inconclusive.

SMILES | Pol eta inh | POLK inh | POLI inh | APE1 inh | RXFP1 antagonist | BLM helicase inh | Anesthetic bind | Pol beta inh | Tb PGK inh
COc1ccc(Cc2nc(-c3ccc(-n4cccc4)cc3)no2)cc1 | -18% | -24% | 25% | 2% | nt | 0% | 6% | 3% | -3%
O=C(N1CCN=C1SCc1cccnc1)C12CC3CC(CC(C3)C1)C2 | -6% | -4% | 11% | ? | 4 | 0% | ? | 0% | 6%
CC(C)CCN1CCN(Cc2cccc3nonc23)CC1CCO (stereo not drawn) | -14% | -5% | -16% | -1% | -8 | -2% | -4% | -1% | i
CCCOc1ccc(/C=C/C(=O)N2CCN(c3ccccn3)CC2)cc1 | -16% | -13% | 105%[activator] | 2% | -13 | -9% | -11% | -6% | -5%
CCOc1ccc(C(=O)NCC(=O)OCc2c(F)cccc2Cl)cc1OCC | -12% | 0% | 58%[activator] | -2% | -25 | 2% | 5% | 3% | -8%
COc1cc(OC)cc(C(=O)NCC(=O)OCC(=O)N2c3ccccc3NC(=O)C2(C)C)c1 | 11% | -16% | 18% | 5% | -1 | -6% | -6% | ? | -7%
COc1cccc(-c2ccc3ncnc(NC4CCNCC4)c3c2)c1 | nt | 6%[60.1 µM] | nt | -4% | nt | 128%[activator] | -8% | nt | nt
COc1cccc(NC(=O)Cn2c(=O)n(-c3ccccc3)c(=O)c3oc4ccccc4c32)c1 | -4% | -25% | 5% | -3% | nt | 1% | -12% | 63% | i
CCCCN(C(=O)c1oc2ccc(OCC)cc2c1C)c1c(N)n(CC(C)C)c(=O)[nH]c1=O | ? | -4% | 18% | 10% | -4 | nt | nt | nt | i
COc1cc(C#Cc2c(-c3cncn3C)n(C)c3ccc(-c4ccc(OC)nc4)cc23)cc(OC)c1 | -11% | -17% | 26% | -16% | nt | nt | nt | nt | 1%
COc1ccc(C2N(c3ccccc3)C(=S)N3CCCN23)cc1 (stereo not drawn) | -18% | -7% | -19% | 3% | -9 | -4% | -3% | 23% | i
COc1cccc(NC(=O)CNCc2ccccc2)c1 | -24% | 2% | 2% | 24% | 6 | -2% | -5% | 0% | -7%
CCOC(=O)CC(=O)CSc1nc2ccccc2c(=O)n1-c1ccc(C(=O)NCCOC)cc1 | -12%&-4% | 2%[60.1 µM] | 9%&18% | -1% | ? | 0%&-2% | 3%&-17% | -16%&18% | -1%
COc1ccc(CCNC(=O)c2cc3ccccc3oc2=O)cc1 | -14% | 4% | 129%[activator] | 4% | -6 | 2% | -8% | 42% | 2%
COC(=O)CNC(=O)COC(=O)C(Cc1ccccc1)NC(=O)c1ccco1 (stereo not drawn) | 4% | -7% | 12% | 0% | 0 | -1% | -16% | -5% | -3%
COc1cc(CNc2ccc(N3CCN(C(C)=O)CC3)cc2)ccc1OCc1ccccc1 | -7% | -9% | 137%[activator] | -6% | -37 | -7% | -22% | 25% | 0%
O=C(c1ccco1)N1CCN(S(=O)(=O)N2CCOCC2)CC1 | -6% | -4% | 27% | 9% | -6 | -3% | -5% | -3% | -11%
O=C1Nc2ccccc2SC1c1ccccc1Cl (stereo not drawn) | -5% | -7% | 11% | nt | -3 | nt | nt | nt | -8%
Cc1cccc(Cn2cc3c(=O)n(CC(=O)Nc4ccc(C)c(F)c4)nc-3c3cc(F)ccc32)c1 | -1% | 3% | -16% | nt | -7 | -1% | 3% | 85% | 1%
CSc1cccc(NC(=O)c2ccc(NC3=NC4CS(=O)(=O)CC4S3)cc2)c1 (stereo not drawn) | -10% | 11% | 13% | 13% | 1 | -2% | -18% | 1% | -10%

Sorted by length of the SMILES (high to low): part of the list above.
SMILES | Pol eta inh | POLK inh | POLI inh | APE1 inh | RXFP1 antagonist | BLM helicase inh | Anesthetic bind | Pol beta inh | Tb PGK inh
O=C(N1CCN=C1SCc1cccnc1)C12CC3CC(CC(C3)C1)C2 | -6% | -4% | 11% | ? | 4 | 0% | ? | 0% | 6%
COc1ccc(C2N(c3ccccc3)C(=S)N3CCCN23)cc1 (stereo not drawn) | -18% | -7% | -19% | 3% | -9 | -4% | -3% | 23% | i
CC(C)CCN1CCN(Cc2cccc3nonc23)CC1CCO (stereo not drawn) | -14% | -5% | -16% | -1% | -8 | -2% | -4% | -1% | i

(continued)
SMILES | Pol eta inh | POLK inh | POLI inh | APE1 inh | RXFP1 antagonist | BLM helicase inh | Anesthetic bind | Pol beta inh | Tb PGK inh
COc1ccccc1CNC(=O)C(=O)NCC1OCCCN1S(=O)(=O)c1cccs1 (stereo not drawn) | -17% | -7% | ? | 10% | 2 | -3% | -12% | ? | -5%
CCCC1CC(C(=O)N[C@H](C(C)O)C2OC(SC)[C@@H](O)C(O)C2O)N(C)C1 (stereo partly drawn) | nt | 6%[60.1 µM] | nt | -1% | nt | 3% | -9% | nt | nt
CC(=O)N1CCC2(CC1)C(C#N)=C(N)Oc1c2sc2nc(C)cc(C)c12 | -13% | -2% | 16% | -2% | -3 | 3% | -14% | 15% | -1%
CCn1cc(C(=O)NCc2ccccn2)c(=O)c2cc(S(=O)(=O)N3CCCCC3)ccc21 | nt | nt | nt | 7% | nt | -6% | -14% | -16% | nt
CCC(C)[C@H](NC(=O)NCc1cccs1)C(=O)O (stereo partly drawn) | 0% | -5% | 0% | -6% | -21 | -20% | -13% | 4% | -6%
N=c1c(C(=O)NC2CCCCC2)cc2c(=O)n3ccccc3nc2n1Cc1ccccc1 | -20% | 2% | 10% | 48%[activator] | -8 | -6% | 1% | 1% | i
CNC(=O)N(O)C1N(/N=C/c2ccc(C)cc2)C(=S)SC1(C)C (stereo not drawn) | -9% | -7% | ? | 6% | 16 | -3% | -3% | 0% | nt
CCCSc1cc(N2CCOCC2)nc(-c2ccccc2Cl)n1 | -10% | -6% | -5% | -2% | -14 | -6% | 2% | 79µM* | -8%
O=C1/C(=C/c2cccnc2)SC(=S)N1c1ccccc1 | -17% | 8% | 36% | 13% | -4 | 1% | -12% | 14% | nt
COc1ccc2c(c1)c1c(c(=O)n(Cc3ccccc3)c(=O)n1CC(=O)Nc1ccccc1OC)n2C | -11% | -6% | 25% | nt | nt | -1% | 0% | -2% | 2%
N#CCOc1ccccc1P(=O)(c1ccccc1)c1ccccc1 | -2% | -9% | ? | -7% | 14 | -2% | 7% | 20% | nt
CCCCn1c(N)c(N(CCOC)C(=O)c2cc(-c3ccncc3)nc3ccccc23)c(=O)[nH]c1=O | -17% | 0% | 38%[activator] | 13% | 4 | -1% | -4% | -2% | -2%
O=C(CSc1nnc(NC(=O)c2ccccc2[N+](=O)[O-])s1)NCC1CCCO1 (stereo not drawn) | -9% | -1% | 9% | 0% | -29 | 0% | -3% | 2% | -1%
Cc1[nH]n(-c2nc(-c3ccccc3)cc(=O)[nH]2)c(=O)c1CCO | 9% | -5% | 1% | 6% | -24 | -6% | -5% | 23% | 0%
COc1ccc(C)cc1NC(=O)c1ccc2c(=O)n3c(nc2c1)CCCCC3 | -18% | 2%&-24% | 41%&5%[activator] | 7% | -4&-6 | -5%&-5% | -7%&-4% | 2%&5% | i
CCc1nnc(SCC(=O)Nc2ccc3c(c2)OCO3)n1CC | -11% | -1% | 39%[activator] | 9% | 1 | -2% | -3% | -5% | i
CCOc1ccc(/C=C/c2nc3ccccc3n2S(=O)(=O)c2cccc(Cl)c2)cc1 | -13% | ? | 3% | nt | -33 | -6% | -7% | 1% | -14%
CCCCSC(=O)Nc1ccccc1 | 4% | -12% | 6% | -3% | -6 | -2% | 13µM* | -23% | -3%
O=C(NCc1cccnc1)c1cccc(S(=O)(=O)Nc2ccc(F)cc2)c1 | 3% | -22% | 27% | 0% | 0 | nt | nt | nt | -7%
O=C(NCCc1ccccc1)C(c1cccs1)N(C(=O)CCl)c1ccc(Cl)cc1 (stereo not drawn) | ? | -8% | ? | 9% | -23 | -18% | -8% | 0% | i
CC1=C(c2ccc(C)c(C)c2)S(=O)(=O)NC1=NCc1ccccc1Cl | -22% | -2% | 11% | nt | -20 | 1% | -8% | 0% | -4%
C#Cc1ccc([C@@H]2C=C(C(=O)NC3CC3)O[C@H](OCC)[C@H]2CCCO)cc1 | 2% | 7% | -14% | -1% | nt | -1% | 0% | -2% | -13%
O=C(N=Nc1c(O)[nH]c2ccc(Br)cc12)c1ccccc1-n1cccc1 | -23% | -17% | -8%[58.9 µM] | -1% | 23 | -12% | ? | 6% | 0%
CCN(CC)CCCn1c(SCC(=O)NCC2CCCO2)nc2ccccc2c1=O (stereo not drawn) | -13% | 5% | 15% | 33% | -7 | nt | nt | nt | -10%
Cc1cc(S(=O)(=O)N(Cc2ccc(F)cc2)CC2CCCO2)ccc1-n1cnnn1 (stereo not drawn) | -9% | -4% | 6% | -8% | -5 | -2% | -18% | -10% | 6%
O=C(NCC(=O)N(c1ccccc1)C(C(=O)NC1CCCCC1)c1cccnc1)c1cccs1 (stereo not drawn) | -12% | 4% | 30%[activator] | -2% | -3 | -2% | -2% | 1% | -8%
O=C(OCC(=O)N1CCCC1)c1ccco1 | -7% | 6% | -1% | -4% | -30 | 1% | -9% | -19% | i
COc1ccccc1NS(=O)(=O)c1cccc(C(=O)N/N=C(\C)c2ccc(-n3ccnc3)cc2)c1 | 10% | -5% | 3% | -2% | -19 | 0% | ? | -2% | -8%
C=CCNC(=S)Nc1ccc2cn[nH]c2c1 | 5% | -6% | 17% | -6% | 3 | 1% | 2% | 0% | i
CCOC(=O)c1c(C)[nH]c(C(=O)OCC(=O)Nc2cc(C)nn2-c2ccccc2)c1C | -10% | -11% | 14% | -19% | -18 | nt | nt | nt | 10%
COC(=O)C1=C(C)NC(=O)NC1c1cc(Cl)ccc1OC (stereo not drawn) | 4% | -14% | -5% | 2% | -5 | 0% | -5% | 15% | -7%
O=C(NCc1ccccc1)C1CCCN1S(=O)(=O)c1ccc(F)cc1 (stereo not drawn) | -25% | -8% | 128%[activator] | 7% | -3 | -1% | 8% | 6% | 10%
CCOC(=O)c1c(NC(=O)Cc2cccs2)sc(C)c1C | 0% | -12% | ? | 0% | -1 | -14% | ? | ? | -9%

Not all compounds are listed; count on the stated rates, not on these rows.
